Screens (PubChem BioAssay)
ATXN2 expr inh: ATXN2 expression inhibition; HEK-293 ATXN2-luciferase reporter, luminescence, 24 h; 360,000 tested, 0.72% active; Potency, µM (top dose mostly 57 µM), for inactives: at the highest dose activity change, negative = inhibition, actives largely listed as inhibitors; further: on the % scale 0 is the no-effect control and ±100 the full control effect; nearly all actives have a fitted effect of over 55% in size
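qHTS (up to 57 uM final) was run with 24 h compound exposure of reporter cells at 37 °C. Each well was multiplexed: SteadyGlo luminescence measured ATXN2-luciferase expression after a fluorogenic Gly-Phe-AFC viability readout (25 uM final).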
Nrf2 ARE act: Nrf2 pathway activation. AREc32 ARE-luciferase reporter (MCF7-derived line), luminescence, 24 h. Potency, µM (top dose mostly 46.1 µM), inactives show top-dose activation, hits mostly activators. 410,000 tested, 0.31% active. AID 624171; further: % of control where 0% means no effect; nearly all actives have a fitted effect of over 65% in size
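ARE activation measured as luciferase luminescence (Steady-Glo, 30 min RT) in AREc32_Fluc cells after 24 hr compound exposure at 37 deg C, 5% CO2; cells seeded overnight at 1000/well in OPTI-MEM, 5% FBS.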
Nrf2 block: Nrf2 pathway inhibition | A549 ARE-Fluc reporter, luciferase luminescence, 18-24 h | Potency, µM (top dose mostly 46 µM), without a hit: top-dose activity change, negative = inhibition, hits mostly inhibitors | 360,000 tested, 2.1% active | AID 504444; further: on the % scale 0 is the no-effect control and ±100 the full control effect; nearly all actives have a fitted effect of over 60% in size
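Quantitative HTS in A549 cells stably bearing an antioxidant response element-firefly luciferase construct. Inhibition of Nrf2-driven transcription was scored by luminescence after 18-24 h of compound exposure at 37 °C.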
HepG2 viability: HepG2 cytotoxicity, counter-screen for TGF-b inhibitors. 410,000 tested, 0.76% active. HepG2 CAGA-GFP viability, ATP luminescence, 18 h. AID 588856. Potency, µM (series often up to 46.1 µM), for inactives: at the highest dose activity change, negative = cytotoxicity, usual class: cytotoxic; further: some results filed as inactive show a strong effect at the top dose
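CellTiter-Glo luminescence gave cytotoxicity after 18 hours at 37 degrees C. The cells were HepG2 CAGA-GFP in 1% FBS DMEM, stimulated with 500 pg/mL TGF-beta after compound addition. %Activity was normalised to no-cell wells (complete cell-killing) and DMSO (no toxicity), and curves were fitted and classified.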
MCF10A rerep: induces DNA re-replication in MCF 10a normal breast cells. AID 624296. 350,000 tested, 2.9% active. MCF 10A DNA re-replication, Hoechst nuclear intensity, 48 h. Potency, µM (series often up to 46.1 µM), inactives show at the top dose activity, positive = re-replication, hits mostly activators; further: % of control where 0% means no effect; nearly all actives have a fitted effect of over 50% in size
S2 tox: viability counter-screen for ATXN expression inhibitors | S2 cells (HEK-293 line with an ATXN2-luciferase reporter) viability, CellTiter-Fluor protease fluorescence, 24 h | Potency, µM (highest dose often 56.7 µM), actives largely listed as cytotoxic | 400,000 tested, 0.49% active; further: nearly all actives have a fitted effect of over 40% in size
EPAC2 antag: antagonists of human EPAC2; EPAC2 GEF exchange of Rap1B-BODIPY-GDP, fluorescence; Potency, µM (titrated, usually from 114 µM), inactives show at the highest dose activity, negative = inhibition, hits mostly inhibitors; AID 720708; Q8WZA2; 360,000 tested, 0.18% active; further: on the % scale 0 is the no-effect control and ±100 the full control effect; nearly all actives have a fitted effect of over 45% in size; many of its hits are not listed in these tables
Target sequence (Q8WZA2 whole entry, looked up): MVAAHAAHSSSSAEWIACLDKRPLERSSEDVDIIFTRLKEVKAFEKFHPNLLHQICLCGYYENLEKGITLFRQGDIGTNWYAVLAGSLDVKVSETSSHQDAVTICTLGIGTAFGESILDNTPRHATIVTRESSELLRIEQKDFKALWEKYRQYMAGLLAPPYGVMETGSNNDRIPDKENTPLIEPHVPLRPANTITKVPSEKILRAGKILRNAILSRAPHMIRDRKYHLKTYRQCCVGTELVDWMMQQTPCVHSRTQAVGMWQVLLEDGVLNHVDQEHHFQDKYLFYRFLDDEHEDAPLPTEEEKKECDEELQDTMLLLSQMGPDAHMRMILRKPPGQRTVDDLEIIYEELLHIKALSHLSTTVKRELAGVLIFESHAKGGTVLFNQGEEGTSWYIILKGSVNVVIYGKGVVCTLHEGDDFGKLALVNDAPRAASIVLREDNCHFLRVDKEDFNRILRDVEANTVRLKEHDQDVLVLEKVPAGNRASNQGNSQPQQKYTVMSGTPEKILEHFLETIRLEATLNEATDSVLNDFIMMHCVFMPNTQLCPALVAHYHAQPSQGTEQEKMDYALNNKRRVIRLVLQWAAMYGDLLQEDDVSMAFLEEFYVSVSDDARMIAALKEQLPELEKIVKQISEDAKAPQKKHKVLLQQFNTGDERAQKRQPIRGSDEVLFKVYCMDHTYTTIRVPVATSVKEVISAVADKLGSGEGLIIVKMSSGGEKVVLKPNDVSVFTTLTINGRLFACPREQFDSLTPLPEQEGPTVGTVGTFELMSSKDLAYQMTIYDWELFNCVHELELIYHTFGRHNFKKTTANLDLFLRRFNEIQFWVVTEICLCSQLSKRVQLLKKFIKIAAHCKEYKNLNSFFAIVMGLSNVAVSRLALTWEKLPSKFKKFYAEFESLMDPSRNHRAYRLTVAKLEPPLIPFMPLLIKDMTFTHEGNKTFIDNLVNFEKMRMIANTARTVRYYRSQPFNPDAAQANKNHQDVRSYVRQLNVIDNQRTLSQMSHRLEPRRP
A549 viability: A549 cytotoxicity, counter-screen for Nrf2 inhibitors; A549 ARE-Fluc cells, CellTiter-Fluor viability, 18-24 h; Potency, µM (top dose mostly 46 µM), for the others: top-dose activity change, negative = cytotoxicity, actives largely listed as inhibitors; 390,000 tested, 0.16% active; AID 504648; further: on the % scale 0 is the no-effect control and ±100 the full control effect
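A549 ARE_Fluc cells in 5% FBS OPTI-MEM were exposed to compounds in concentration-response for 18-24 h at 37 deg C. Viability was read by CellTiter-Fluor fluorescence (Ex 405/Em 525) after 30 min, before the luciferase read.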
TGFb inhibitor: inhibitors of TGF-b signaling; AID 588855; Potency, µM (doses to about 46.1 µM), without a hit: at the top dose activity, negative = inhibition, actives largely listed as inhibitors; HepG2 CAGA-GFP TGF-b/SMAD3 reporter, GFP fluorescence, 18 h; TGF-beta stimulated, 500 pg/mL final; 410,000 tested, 1.2% active; further: on the % scale 0 is the no-effect control and ±100 the full control effect; nearly all actives have a fitted effect of over 65% in size
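HEPG2 CAGA-GFP reporter cells (1000/well, DMEM with 1% FBS) received compounds, then recombinant TGF-beta at 500 pg/mL final for 18 hours at 37 degrees C. Per-cell GFP summed per well was normalised to unstimulated and stimulated DMSO controls before curve fitting.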
Numbers without * were called inactive; i = inactive; ? = inconclusive; . = not tested or not shown; [ ] = dose if it differs, or a comment. The call rests on the fitted dose curve; in most records, active means well fitted curve in the direction sought with a large enough effect; inconclusive means small, poorly fitted or top-dose-only effect, or another doubt; inactive means no such curve, though single readings can be large; an effect the other way counts as inactive or inconclusive. Potency means the concentration at half of the fitted maximal effect. This is a subset; rates above refer to the full screens.

SMILES	ATXN2 expr inh	HepG2 viability	TGFb inhibitor	A549 viability	Nrf2 ARE act	S2 tox	EPAC2 antag	Nrf2 block	MCF10A rerep
CC(C)C[C@H]1CN([C@@H](Cc2ccccc2)CN2CCC[C@@H]2CN2C(=O)C(=O)NC[C@@H]2Cc2ccc(O)cc2)C(=O)C(=O)N1CC1CCCCCC1	9%	-9%	?	.	5.6%	?	-7%	.	.
CCc1ccc(OCC(=O)NNC(=O)CSc2nnc(-c3ccc(C)cc3)n2C)cc1	7%	14%	0%	7%	-0.7%[9.22 µM]	i	6%	4%	4%
CCOc1ccc2nc(N3CCCC(C(=O)Nc4cccc(Cl)c4C)C3)sc2c1 (stereo not drawn)	.	1%	1%	0%	2.6%	.	.	?	.
N#Cc1c(NC(=O)c2ccc(-c3ccccc3[N+](=O)[O-])o2)sc2c1CCCC2	0%	-17%	6%	-16%	22%	i	-10%	?	-6%
Cc1ccc(S(=O)(=O)N2C[C@@H]3[C@H]4CC[C@H](C4)[C@@H]3[C@@H](C)[C@@H]2C2CCCCC2=O)cc1 (stereo partly drawn)	5%	-18%	-25%	1%	5.3%	i	0%	-2%	1%
CC1=C(C(=O)N(C)C)CC(CC(=O)NC2CCCC2)C(=O)N1CCCN1CCCC1=O (stereo not drawn)	6%	-34%	?	.	-0.4%	i	-1%	.	.
O=C(NCc1ccccn1)C(=O)N/N=C/c1ccc2c(c1)OCO2	12%	5%	6%	3%	3.9%	i	6%	7%	10%
CC(=O)N1CCc2cc(NC(=O)C3(C)CCN3Cc3ccccc3Cl)ccc21 (stereo not drawn)	-28%	-26%	-6%	.	-0.4%	i	0%	.	.
CCOc1ccc(CN(C)C(C)C(=O)NCc2ccccc2)cc1 (stereo not drawn)	-1%	-13%	-1%	-1%	-0.9%	i	-7%	3%	2%
O=C(C(=O)N1CCCC1)c1c[nH]c2ccccc12	-15%	6%	0%	2%	2.5%	i	6%	5%	2%
COc1cccc(NCc2cc(=O)oc3cc(-c4ccccc4)c(O)cc23)c1	59%[activator]	-23%	-2%	10%	9.3%	i	8%	-2%	-7%
O=C(NCCSc1ccccc1)c1ccc(Br)cc1	96%[activator]	-9%	-8%	?	-0.2%	i	0%	?	4%
COc1ccc2[nH]c(C(=O)O)c(NS(=O)(=O)c3ccc(F)cc3)c2c1	11%	3%	-3%	0%	-0.1%	i	-7%	8%	-1%
CCc1ccccc1NC(=S)N1CCNC(=O)C1CC(=O)OC (stereo not drawn)	-1%[11.3 µM]	6%	24%	1%	-0.7%	i	-6%	-2%	-10%
Cc1cc(C(=O)COC(=O)c2n[nH]c(=O)c3ccccc23)c(C)n1C	.	-3%	0%	-2%	5.4%	i	2%	?	-5%
CCCNC(=O)NC(=O)CSc1nnc(-c2ccncc2)n1CC	3%	13%	-3%	2%	-0.2%	i	9%	6%	2%
Cc1cc(N)ccc1N1CCCC1	7%	5%	6%	-7%	-0.6%	i	6%	14%	29%
COc1ccccc1/C(C)=N/Oc1cc(N)cc([N+](=O)[O-])c1	24%	-22%	-26%	-10%	4.4%	i	-24%	0%	-2%
O=C(Cc1csc(N2CCOCC2)n1)N/N=C/c1ccc(Cl)cc1Cl	6%	-17%	-7%	.	0.1%	i	-1%	?	15%
O=C(Cc1ccc(Cl)cc1)Nc1cccc(C(=O)Nc2ccccc2C(=O)O)c1	-16%	-25%	?	1%	-0.4%	i	-1%	-15%	13%
Cc1ccc2nc(-c3cccnc3)cc(C(=O)Nc3ccc(F)cc3C)c2c1	-8%	-6%	6%	-8%	-0.7%	i	10%	0%	?
COC(=O)C(NC(=O)c1ccccc1C(=O)O)c1ccc2ccccc2c1 (stereo not drawn)	-6%	3%	1%	11%	-0.9%[9.22 µM]	i	18%	2%	-24%
Cc1cc(NC(=O)CSc2nnc(-c3ccncc3)n2C)n(-c2ccccc2)n1	11%	3%	3%	0%	0.3%	i	4%	-2%	0%
COc1ccc(NC(=O)c2cc(-c3ccc(C)o3)nc3ccccc23)cc1OC	40%[activator]	-72%	4%	-2%	?	i	?	.	25%
Cc1cc2[nH]ncc2cc1NC(N)=S	17%	5%	-11%	0%	0.3%	i	15%	-9%	2%
CN(C)S(=O)(=O)c1cccc(C(=O)NCC(=O)NC2CCN(Cc3ccccc3)CC2)c1	-13%	-6%	-3%	1%	4.0%	i	0%	1%	?
Cc1ccc2onc(CNC(=O)NCc3ccc(Cl)cc3)c2c1	-18%	-43%	-18%	-1%	-0.4%	?	.	-14%	.
COc1cccc(C(=O)C2CCCN(C(=O)CCC3=NNC(=O)CC3)C2)c1 (stereo not drawn)	.	0%	-14%	-23%	-0.6%	i	8%	-19%	-4%
O=c1cc(N=Nc2ccc(Cl)cc2)[nH]c(=O)[nH]1	18%	-48%	2%	4%	-0.2%	?	-1%	?	3.7µM*
COC(=O)C1=C(N)Oc2c(oc(CO)cc2=O)C1c1c(F)cccc1Cl (stereo not drawn)	8%	-23%	-9%	4%	0.2%	i	-14%	-6%	1%
CN(Cc1ccccc1)C(=O)COc1cc(=O)n(C)c2ccccc12	20%	-10%	-9%	4%	4.9%	i	5%	4%	11%
C/C(=N/NC(=O)CNC(=O)Cc1ccccc1)c1ccc(Cl)cc1	-10%	-24%	-2%	6%	1.6%	i	-2%	-10%	-5%
O=C(CN(Cc1ccccc1)S(=O)(=O)c1ccc(F)cc1)NCCC1=CCCCC1	3%	-22%	?	.	3.1%	i	-7%	-27%	10%
Cc1ccc(S(=O)(=O)N2CCC(C(=O)N/N=C/c3cccnc3)CC2)cc1	1%	13%	?	-1%	-0.1%	i	17%	-10%	2%
COCCCN1C(=O)c2ccc(C(=O)N3CCN(c4ccc(OC)cc4)CC3)cc2C1=O	-2%	7%	11%	1%	-0.3%	i	-1%	8%	0%
COc1cccc(-n2c(=O)c3c(C)c(C(=O)N(C)C)sc3n(CC(=O)NCC3CCCO3)c2=O)c1 (stereo not drawn)	12%	4%	18%	1%	-0.4%	i	9%	?	3%
O=C(N/N=C/c1ccc(F)cc1)c1cc(-c2ccc3c(c2)OCO3)n[nH]1	-19%	14%	3%	?	3.8%	i	-9%	?	29µM*
CCCCCCn1cnc2c(oc3nc4c(cc32)CCCC4)c1=O	22%	-17%	-10%	2%	-0.2%	i	-21%	?	10%
CCCCOC(=O)C1[C@H]2C(=O)N(c3ccccc3CC)C[C@]23C=C[C@H]1O3 (stereo partly drawn)	-4%	15%	15%	-14%	-0.4%	?	12%	-21%	-8%
O=C(NC(NCCCN1CCOCC1)(C(F)(F)F)C(F)(F)F)C1CCCCC1	-6%	-2%	21%	-3%	2.9%	i	5%	-8%	0%
Nc1ccc(-c2nc3ccc(N)cc3o2)cc1	-37%	-72%	?	-5%	0.4%	i	-6%	-26%	5%
CCC(C)(C)NC(=O)C(C(C)C)N(CC1CCCO1)C(=O)CNS(=O)(=O)c1ccccc1 (stereo not drawn)	7%	3%	2%	-16%	-0.2%	i	6%	3%	-3%
Cc1ccc(-c2nnc(SCC(=O)N3CCc4ccccc43)o2)cc1	7%	1%	7%	1%	-0.4%	i	.	5%	.
C[C@@H]1C(=O)O[C@H](C)[C@H]1C[C@@H](O)[C@](C)(O)C1CC[C@@]2(O)C3=CC(=O)[C@@H]4C[C@@H](O)[C@@H](O)C[C@]4(C)C3CC[C@]12C (stereo partly drawn)	3%	-4%	0%	3%	0.5%	i	12%	4%	0%
COc1ccc(COc2ccccc2C(=O)Nc2ccccn2)cc1[N+](=O)[O-]	-12%	-17%	-5%	6%	2.8%	i	-16%	1%	-4%
Cc1ccc(-c2cc(C(=O)N3CC4(C)CC3CC(C)(C)C4)no2)cc1 (stereo not drawn)	-1%	2%	-1%	0%	0.0%	i	-17%	13%	-5%
O=C(O)CN1C(=O)/C(=C\c2ccccc2OCc2ccc(F)cc2)SC1=S	-5%	-14%	-10%	-3%	6.0%	i	?	-8%	-1%
COc1ccccc1NC(=S)NNC(=O)c1ccccc1	37%	-27%	-4%	0%	0.4%	i	-2%	?	10%
CC(C)CCNC(=O)CCCCn1c(=O)[nH]c2ccsc2c1=O	16%	-34%	18%	-4%	0.1%	i	11%	?	-1%
CC1(CC(=O)N/N=C/c2cc3c(cc2Br)OCO3)OCCO1	1%	7%	6%	5%	2.5%	i	-1%	1%	2%
COc1cc(C(=O)NCCN2CCCC2)cc(OC)c1OC	7%	0%	-28%	-1%	0.1%	i	9%	.	-2%
O=C1CC(Sc2ncccn2)C(=O)N1c1ccccc1 (stereo not drawn)	-3%	-3%	-9%	-5%	-0.2%	i	7%	0%	-1%
Cc1ccc(NC(=O)CSCC(=O)Nc2cccc(S(=O)(=O)N3CCCCCC3)c2)cc1	.	-15%	?	-27%	3.5%	?	-13%	13µM*	?
Cc1ccc(C(CNS(=O)(=O)c2ccc(F)cc2C)N2CCN(C)CC2)cc1 (stereo not drawn)	-29%	-21%	-2%	2%	3.1%	i	-3%	-9%	3%

Look-ups from the entries so far:
Value of CCC(C)(C)NC(=O)C(C(C)C)N(CC1CCCO1)C(=O)CNS(=O)(=O)c1ccccc1 (stereo not drawn) under TGFb inhibitor: 2%
Value of C[C@@H]1C(=O)O[C@H](C)[C@H]1C[C@@H](O)[C@](C)(O)C1CC[C@@]2(O)C3=CC(=O)[C@@H]4C[C@@H](O)[C@@H](O)C[C@]4(C)C3CC[C@]12C (stereo partly drawn) under TGFb inhibitor: 0%
